hcDAF12 agonist = H. contortus DAF-12 nuclear receptor activators, primary screen, cell-based, luminescence, HEK293, lit1-tk-luc reporter. HEK293 hcDAF-12 lit1-tk-luc reporter; 0% DMSO, 100% Δ7-dafachronic acid. activation, % at 6.8 µM. 370,000 tested, 1.4% active;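 active means activation above the mean of all tested compounds plus 3 SD, cut at about 5.5% in these data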;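 further: 100% = response to 3 µM Δ7-dafachronic acid high control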
DAX1 inh-1 = DAX1 (NR0B1) inhibitors on StAR promoter, primary screen, cell-based, luminescence, SF-1 (NR5A1), full-length DAX-1. HEK293T StAR-luciferase reporter, SF-1/DAX-1 repression relief. inhibition, % at 6.8 µM. 370,000 tested, 1.1% active. AID 652010, 2013;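 active means inhibition above the mean over all tested compounds plus 3 SD, cut at about 3.6% in these data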;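 further: 0% = DAX-1 cells with DMSO and 100% = cells lacking DAX-1 with DMSO; higher inhibition means more luminescence from relief of DAX-1 repression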
NR1D1 modulator = modulators of Rev-erb alpha DNA binding, primary screen, biochemical, FITC-DNA, fluorescence polarization, uHTS; 370,000 tested, 0.79% active; Rev-erbα–FITC-DNA binding, 90 min; AID 1259318, 2017; activity, % at 10 µM;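 active means activity above about 14%, limit read from the data; passing the limit was not always enough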;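 further: 0% = DMSO wells with 35 nM protein and 100% = DMSO wells with 750 nM protein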
PLCb3 inh = human PLC-beta3 inhibitors, primary screen, biochemical, fluorescence; Purified PLC-beta3, fluorogenic substrate; inhibition, % at 12.2 µM; 370,000 tested, 0.18% active; AID 720704, 2013; in the data active means inhibition above about 11%;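 further: 0% = median of compound wells on plate and 100% = full blocker control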
SMARCA2 act = SMARCA2 (BRM) function activators, primary screen, cell-based, luminescence, high throughput; MG213 cells, MMTV-luciferase reporter, dexamethasone, overnight; activation, % at 9.1 µM; 370,000 tested, 1% active; in the data active means activation above about 7.8%;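 further: 0% = vehicle wells and 100% = reference activator wells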
PG9 binder = binders of HIV-1 gp120 antibody PG9, primary screen, biochemical, TR-FRET | HIV-1 gp120 / PG9 antibody interaction | TR-FRET gp120-PG9 antibody binding | inhibition, % at 6.7 µM | 360,000 tested, 0.43% active | AID 624416, 2012; in the data active means inhibition above about 8.5%
FXN GAA850 act = FXN promoter activators, primary screen, cell-based, luciferase luminescence, HEK293 lucGAA850 | AID 540364, 2011 | 360,000 tested, 0.56% active | activation, % at 6 µM | HEK293 lucGAA850 FXN promoter luciferase reporter, 24 h; percent of 10 µM SAHA response;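 active means activation above the average of all compounds screened plus 3 SD, cutoff fixed separately per campaign, cut at about 7.5% in these data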;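 further: 0% = DMSO wells and 100% = 10 µM SAHA wells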
DAX1 inh-2 = DAX1 (NR0B1) inhibitors, primary screen, cell-based, HEK293, Gal4-DAX1, luciferase luminescence | AID 504766, 2011 | HEK293 Gal4-DAX1 luciferase reporter | 340,000 tested, 0.99% active | Nuclear receptor subfamily 0 group B member 1 (Homo sapiens), P51843 | inhibition, % at 6.75 µM;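 active means inhibition above the mean over all tested compounds plus 3 SD, cut at about 4.2% in these data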;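 further: 0% = DAX1-transfected cells with DMSO and 100% = empty-vector control cells with DMSO; inhibition shows as a rise in luminescence from relieved DAX1 repression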
Target sequence (P51843 207-470 limits assumed): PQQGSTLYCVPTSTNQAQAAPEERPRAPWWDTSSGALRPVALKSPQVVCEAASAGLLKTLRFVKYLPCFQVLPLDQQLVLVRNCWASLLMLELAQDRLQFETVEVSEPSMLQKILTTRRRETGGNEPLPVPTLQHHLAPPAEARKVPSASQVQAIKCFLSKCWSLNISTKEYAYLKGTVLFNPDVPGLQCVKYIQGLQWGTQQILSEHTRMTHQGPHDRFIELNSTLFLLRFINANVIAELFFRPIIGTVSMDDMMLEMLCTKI
HGIII-sPLA2 inh = human group III sPLA2 inhibitors, primary screen, biochemical, QFRET, BODIPY PC-A2 liposome substrate; Group 3 secretory phospholipase A2 (Homo sapiens), Q9NZ20; QFRET BODIPY PC-A2 liposome hydrolysis, fluorescence; inhibition, % at 12.2 µM; 370,000 tested, 0.56% active;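 active means inhibition above mean plus 3 SD of compounds lying within the high and low control bounds, cut at about 19% in these data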;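 further: 0% = median of test compound wells and 100% = no enzyme DMSO wells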
Target sequence (Q9NZ20 whole entry, looked up): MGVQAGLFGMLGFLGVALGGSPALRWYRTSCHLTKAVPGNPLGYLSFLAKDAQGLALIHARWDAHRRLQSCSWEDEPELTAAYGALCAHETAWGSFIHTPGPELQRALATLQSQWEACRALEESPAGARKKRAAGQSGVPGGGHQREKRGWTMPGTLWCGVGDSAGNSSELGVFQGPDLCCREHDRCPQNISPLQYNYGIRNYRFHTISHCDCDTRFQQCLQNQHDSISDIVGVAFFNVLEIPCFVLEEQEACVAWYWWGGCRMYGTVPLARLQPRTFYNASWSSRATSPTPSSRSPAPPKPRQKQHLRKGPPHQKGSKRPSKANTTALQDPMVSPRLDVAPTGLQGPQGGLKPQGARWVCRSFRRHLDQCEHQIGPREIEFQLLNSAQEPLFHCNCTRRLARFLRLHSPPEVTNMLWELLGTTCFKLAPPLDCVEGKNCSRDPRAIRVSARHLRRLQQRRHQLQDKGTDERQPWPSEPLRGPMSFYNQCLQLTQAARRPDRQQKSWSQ
ssDAF12 agonist = S. stercoralis DAF-12 nuclear receptor activators, primary screen, cell-based, luminescence, HEK293, GRIP1 co-expression, lit1-tk-luc; AID 652126, 2013; Nuclear hormone receptor DAF-12 (Strongyloides stercoralis); HEK293 ssDAF-12/GRIP1 lit1-tk-luc reporter; % of 3 µM dafachronic acid response; 370,000 tested, 1% active; activation, % at 6.8 µM;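 active means activation above the mean over all tested compounds plus 3 SD, cut at about 0.9% in these data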;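 further: 0% = DMSO-only wells and 100% = 3 µM delta7-dafachronic acid wells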
hgDAF12 agonist = H. glycines DAF-12 receptor agonists, primary screen, cell-based, luminescence, HEK293, GAL4 fusion, UAS-luciferase; HEK293 GAL4-hgDAF12 UAS-luciferase reporter, agonist luminescence; normalized to butyrate control; activation, % at 6.8 µM; AID 687014, 2013; Nuclear hormone receptor DAF-12 (Heterodera glycines), GAL4 fusion; 370,000 tested, 1.8% active;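 active means activation above a cutoff set at the mean of all screened compounds plus 3 SD, cut at about 10% in these data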;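 further: 0% = DMSO wells and 100% = sodium butyrate wells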
* hit, by the source's call; nt = not tested or not shown.

item	structure	hcDAF12 agonist	DAX1 inh-1	NR1D1 modulator	PLCb3 inh	SMARCA2 act	PG9 binder	FXN GAA850 act	DAX1 inh-2	HGIII-sPLA2 inh	ssDAF12 agonist	hgDAF12 agonist
1	Cc1ccc(C)c(SCC(=O)Nc2ccc(S(=O)(=O)Nc3ncccn3)cc2)c1	-1.2	1.0	-2	-5	2	-1.9	1.4	-1.1	-2	-0.9	0.3
2	CCC(Sc1nc2n[nH]c(C)c2c(=N)n1-c1cc(Cl)ccc1C)C(=O)N1CCOCC1 (configuration not stated)	1.3	-0.1	2	-2	-1	0.2	-10	1.7	0	-1.6	1.7
3	CCCNC(=O)Cn1cnc([N+](=O)[O-])n1	-2.8	0.0	-4	2	0	-1.0	1.0	-0.5	8	-0.9	1.7
4	COc1ccc(CNC(=O)C2CCN(C(=O)c3sccc3-n3cccc3)CC2)cc1	-2.0	0.3	-6	-5	1	-1.2	0.2	0.3	3	-1.6	0.5
5	Cc1ccc(-c2nc(-c3ccccn3)no2)cc1	-4.4	-2.8	-3	0	-4	-1.5	-14	-5.0	1	-2.6	-14
6	Cc1c(Cl)cccc1NC(=S)NCC(O)c1ccccc1 (configuration not stated)	-0.7	-0.6	-3	-3	2	-1.0	0.9	-0.7	9	-1.2	0.8
7	O=C(Nc1ccccc1)C1Cc2c(-c3ccc4c(c3)OCO4)ccnc2O1 (configuration not stated)	-2.6	0.7	-4	-10	-8	-1.5	0.8	nt	1	-2.0	-2.7
8	CCCc1cc(C(=O)Nc2cccc([N+](=O)[O-])c2)cs1	-1.0	1.8	5	-7	0	-1.0	7.3	0.6	-18	-0.6	8.6
9	O=C(N/N=C/c1ccncc1)C1CC1C(=O)N/N=C/c1ccncc1 (configuration not stated)	-0.8	0.5	3	-4	-3	-1.5	-0.6	0.6	12	-1.1	1.8
10	CC(C(=O)N1CCCCC1)N(C)CC(=O)Nc1cccc(F)c1 (configuration not stated)	-0.7	-0.9	0	-5	1	1.4	nt	nt	10	-1.0	-0.5
11	CC(C)C(NS(=O)(=O)c1ccc2c(c1)oc(=O)n2C)C(=O)N1CCN(c2ccccc2F)CC1 (configuration not stated)	-1.0	-0.6	0	-8	-1	0.3	-1.8	4.8*	-1	-0.6	-0.6
12	COc1ccc(CCNC(=O)c2c[nH]c3ccccc3c2=O)cc1OC	-3.8	-1.3	-5	0	-2	0.5	0.7	-1.8	-9	-2.0	-3.9

Carrying on.
item	structure	hcDAF12 agonist	DAX1 inh-1	NR1D1 modulator	PLCb3 inh	SMARCA2 act	PG9 binder	FXN GAA850 act	DAX1 inh-2	HGIII-sPLA2 inh	ssDAF12 agonist	hgDAF12 agonist
13	COc1ccc(OC)c(NS(=O)(=O)c2c(C)nc3sccn3c2=O)c1	-0.7	-0.2	6	2	2	-2.0	1.2	1.7	-2	-2.0	1.9
14	O=C(COc1ccc(F)cc1)OCCN1CCOCC1	-0.8	0.5	-1	5	0	-0.2	-1.7	-0.5	2	-0.6	0.5
15	CC(=O)OCC(=O)[C@@]1(O)CC[C@H]2[C@@H]3CCC4=CC(=O)C=C[C@]4(C)[C@H]3C(=O)C[C@@]21C	-1.2	-0.1	2	-3	-2	-0.6	2.7	2.2	-5	-1.7	-0.6
16	COC(=O)[C@]12C[C@H](CC(=O)N3CCC(c4ccccc4)CC3)C(=O)N(Cc3ccc(Cl)cc3Cl)C1=C[C@H](C(C)(C)C)O[C@@H]2C	-0.7	-0.2	6	1	-1	nt	nt	nt	0	1.1*	-2.7
17	Cc1ccc(Oc2ccc(S(=O)(=O)N3CCOCC3)cc2C(N)=O)cc1C	-2.0	-2.1	0	-1	-1	0.9	1.4	0.2	-2	-0.7	1.4
18	CCc1cc(=O)oc2cc(C)cc(OCC(=O)NC(Cc3c[nH]c4ccc(O)cc34)C(=O)O)c12 (configuration not stated)	0.8	0.0	-9	-61	2	-3.1	1.7	1.4	-2	-0.4	0.4
19	Cc1ccc(C2=N/C(=C/c3cccs3)C(=O)N2Nc2ccccc2)cc1	0.2	-0.5	1	-2	-3	-0.9	0.4	-1.1	-3	-1.3	-0.6
20	Cc1ccc(NC(=O)CCC(=O)N/N=C/c2cccnc2)cc1	-1.2	-0.2	3	-13	-1	0.1	0.8	0.3	3	-0.6	-2.2
21	CCc1cccc(CC)c1NC(=O)COC(=O)CC1c2ccccc2CCN1S(=O)(=O)c1ccc(F)cc1 (configuration not stated)	0.7	0.2	-1	7	-5	0.5	-2.7	-0.4	-23	-1.2	-3.2
22	COc1ccc(CN(CCN2CCOCC2)C(=O)c2ccc(C)cc2)cc1OC	-0.5	1.3	-7	-1	-1	nt	nt	nt	-4	-0.1	2.7
23	CC1CC(=O)c2ccccc2C1C (configuration not stated)	3.8	0.6	0	-1	-1	-1.3	-0.6	3.0	0	-1.2	0.8
24	O=C(CCN1C(=O)COc2ccccc21)NCCCN1CCN(c2ccccc2F)CC1	-0.1	0.2	3	2	-2	0.9	1.9	0.2	5	-1.4	-1.6

New compounds follow.
item	structure	hcDAF12 agonist	DAX1 inh-1	NR1D1 modulator	PLCb3 inh	SMARCA2 act	PG9 binder	FXN GAA850 act	DAX1 inh-2	HGIII-sPLA2 inh	ssDAF12 agonist	hgDAF12 agonist
25	O=C(Nc1nccc(-c2cccs2)n1)c1cccs1	7.1*	0.3	-2	1	6	-2.0	1.5	2.6	1	0.5	6.6
26	Cc1sc2nc(C)n(/N=C/c3ccc(O)cc3O)c(=O)c2c1C	-0.5	0.4	-6	-4	-5	0.9	3.0	0.1	3	-1.3	-0.8
27	C[C@H](CO)N1C[C@H](C)[C@@H](CN(C)Cc2ccc(-c3ccccc3)cc2)Oc2c(NS(=O)(=O)c3ccc(F)cc3)cccc2C1=O	0.0	-0.1	8	-2	-1	-0.7	-5.1	1.4	-36	-1.0	-0.6
28	Cc1ccc2cccc(Oc3nnnn3-c3ccccc3)c2n1	-1.9	-0.5	-3	0	2	-2.9	0.3	-2.1	-3	-0.6	0.7
29	O=C(/C=C/c1cccc([N+](=O)[O-])c1)NCC1CCCO1 (configuration not stated)	-0.3	1.2	3	0	-2	-1.2	1.3	-0.8	6	-0.4	0.4
30	CC(C)CC(N)c1csc(Nc2ccc(C(=O)N(C)Cc3ccccc3)cn2)n1 (configuration not stated)	-2.3	3.5	-4	-31	-5	0.5	-1.7	nt	21*	-1.3	-5.1
31	C=CCNC(=O)/C(=C/c1ccc(Br)cc1)NC(=O)c1ccccc1OC	-2.2	-0.6	3	-3	0	0.8	-0.2	-0.6	-1	-1.1	1.4
32	CCOc1ccc(NS(=O)(=O)c2ccc(NC(=S)NC(C)=O)cc2)cc1	-3.3	-1.1	-4	-1	-1	1.6	-0.6	-0.8	-19	-1.9	-5.0
33	N/C(=N\OC(=O)N1CCOCC1)c1ccc(Cl)cc1	0.4	0.5	-5	7	5	-1.5	0.9	-1.6	6	-0.9	-1.4
34	O=C(O)CCc1ccc(-c2ccc(Br)cc2)n1Cc1ccco1	-2.1	-0.2	7	-40	-3	-0.8	2.8	0.3	-16	-0.8	-0.7
35	Clc1ccc(OCc2nnc(-c3ccccc3Br)o2)cc1	-0.4	-0.1	-2	-2	-1	-0.8	1.1	-0.3	-6	2.1*	0.4
36	O=C(CCC(=O)Nc1ccc(F)cc1)N/N=C/c1ccc(Br)cc1	0.1	-0.3	-4	-8	-1	-1.0	0.3	-1.3	-10	-1.8	-0.9

The last four records of the part above open the next one:
item	structure	hcDAF12 agonist	DAX1 inh-1	NR1D1 modulator	PLCb3 inh	SMARCA2 act	PG9 binder	FXN GAA850 act	DAX1 inh-2	HGIII-sPLA2 inh	ssDAF12 agonist	hgDAF12 agonist
33	N/C(=N\OC(=O)N1CCOCC1)c1ccc(Cl)cc1	0.4	0.5	-5	7	5	-1.5	0.9	-1.6	6	-0.9	-1.4
34	O=C(O)CCc1ccc(-c2ccc(Br)cc2)n1Cc1ccco1	-2.1	-0.2	7	-40	-3	-0.8	2.8	0.3	-16	-0.8	-0.7
35	Clc1ccc(OCc2nnc(-c3ccccc3Br)o2)cc1	-0.4	-0.1	-2	-2	-1	-0.8	1.1	-0.3	-6	2.1*	0.4
36	O=C(CCC(=O)Nc1ccc(F)cc1)N/N=C/c1ccc(Br)cc1	0.1	-0.3	-4	-8	-1	-1.0	0.3	-1.3	-10	-1.8	-0.9
37	CCN(CC)c1ccc(NS(=O)(=O)c2ccc(-c3ccc(=O)[nH]n3)o2)c(C)c1	0.8	-0.7	1	-8	-2	-4.7	4.2	-1.6	-17	-1.2	-5.0
38	O=C(NCc1ccccc1)c1ccc2nc(N3CCOCC3)sc2c1	-0.2	1.5	-4	-4	0	0.5	1.3	-2.5	-2	-1.4	4.2
39	C/C(=C(\C#N)C(=O)NCCN1CCOCC1)N(C)C	-1.1	0.5	1	0	1	-2.5	0.6	0.4	4	-1.6	0.2
40	COc1ccc(NC(=O)CCN2C(=O)NC3(CCCC3)C2=O)cc1Cl	0.5	-0.4	0	-7	-1	-0.1	0.5	0.7	0	-1.5	-1.5

Screens from PubChem.
